3CLpro inhibitor: SARS-CoV 3CLpro protease inhibition | P0C6X7 | recombinant SARS-CoV 3CLpro, quenched FRET peptide cleavage | inhibition, % at 6 µM | 290,000 tested, 0.14% active; in the data active = inhibition above about 12%
SSB-PriA inh: inhibitors of Klebsiella pneumoniae PriA binding to SSB C-terminal tail | 430,000 tested, 0.6% active | AlphaScreen SSBct-PriA binding, biotinylated peptide | inhibition, % at 33 µM; in the data active = inhibition mostly above about 37%, no sharp cut-off; inactive = mostly below about 20%;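 also: plate controls were negative control peptide for no effect and reference peptide for full effect; strong numbers were not always called active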
MazEF act: increases E. coli MazEF RNase cleavage of RNA; P0AE70; FAM/BHQ RNA-DNA oligo cleavage fluorescence, 5 h; activation, % at 20 µM; 350,000 tested, 0.32% active; AID 504720; in the data active = activation above about 50%
Target sequence (P0AE70 whole entry, looked up): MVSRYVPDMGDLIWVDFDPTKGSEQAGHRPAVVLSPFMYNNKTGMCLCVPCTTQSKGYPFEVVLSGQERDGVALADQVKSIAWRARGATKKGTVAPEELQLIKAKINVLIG
Anthrax LF inh2: blocks Bacillus anthracis lethal factor protease | P15917 | inhibition, % at 10 µM | multiplex microsphere protease cleavage assay, LF | 360,000 tested, 0.12% active; in the data active = inhibition above about 30%; inconclusive = no clear call, values can overlap the other calls; also: plate controls were buffer without enzyme for full effect and enzyme alone for no effect
PfHsp40 yeast: rescue of PfHsp40-mediated yeast toxicity; growth rescue, % at 12.5 µM; AID 504582; 340,000 tested, 0.68% active; S. cerevisiae expressing PfHsp40, growth rescue, ATP luminescence; in the data active = growth rescue above about 28%, passing the limit was not always enough; inconclusive = no clear call, values can overlap the other calls;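 also: yeast W303a lacking pdr1 and pdr3 grown in galactose medium; growth measured after three days at 30 °C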
TcdB inh: blocks C. difficile toxin B glycohydrolase activity. P18177. TcdB glycohydrolase enzymatic assay, plate reader. inhibition, % at 9.99 µM. 350,000 tested, 0.24% active. AID 652162; in the data active = inhibition above about 10%
Rv3671c protease: Rv3671c (M. tuberculosis) protease inhibition; P9WHR9; 320,000 tested, 0.048% active; inhibition, % at 5.96 µM; AID 2606; in the data active = inhibition above about 38%;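 also: extracellular domain of Rv3671c used as enzyme; 0% = enzyme with DMSO and 100% = no enzyme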
Target sequence (P9WHR9 whole entry, looked up, the tested form may be a part): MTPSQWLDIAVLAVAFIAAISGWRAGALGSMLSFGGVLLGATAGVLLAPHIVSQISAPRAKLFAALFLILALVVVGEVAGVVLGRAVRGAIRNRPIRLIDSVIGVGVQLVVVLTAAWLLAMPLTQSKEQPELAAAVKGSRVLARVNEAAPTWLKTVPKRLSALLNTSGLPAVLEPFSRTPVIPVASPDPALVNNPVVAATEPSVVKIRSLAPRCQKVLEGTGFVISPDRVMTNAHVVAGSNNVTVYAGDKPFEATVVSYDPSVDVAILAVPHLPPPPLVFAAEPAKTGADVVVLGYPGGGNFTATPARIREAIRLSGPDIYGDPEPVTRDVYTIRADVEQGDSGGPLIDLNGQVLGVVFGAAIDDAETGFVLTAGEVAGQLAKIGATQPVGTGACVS
Y pestis TopoI: Y. pestis Topo-I inhibition via cleavage products. Y. pestis Topo-I cleavage product accumulation, plate reader. activity, % at 10 µM. 360,000 tested, 0.064% active. AID 504884; in the data active = activity above about 50%, passing the limit was not always enough; inconclusive = no clear call, values can overlap the other calls; also: inactives centre near 2
Vc quorum ag: induces V. cholerae light production without autoinducers; 350,000 tested, 0.16% active; activation, % at 18.7 µM; AID 588436; V. cholerae BH1578 lux reporter, luminescence, 6 h; in the data active = activation mostly above about 9.7%, no sharp cut-off; inconclusive = no clear call, values can overlap the other calls; inactive = mostly below about 3.7%; also: not every result past the cut was called active; inactives centre near 0; reference of the scale not given here
DUSP3 inh: DUSP3 (human) phosphatase inhibition. P51452. inhibition, % at 13.3 µM. 290,000 tested, 0.52% active. recombinant VHR phosphatase, pNPP absorbance. AID 1654; in the data active = inhibition above about 50%; also: some compounds called inactive have numbers as strong as hits
Target sequence (P51452 whole entry, looked up): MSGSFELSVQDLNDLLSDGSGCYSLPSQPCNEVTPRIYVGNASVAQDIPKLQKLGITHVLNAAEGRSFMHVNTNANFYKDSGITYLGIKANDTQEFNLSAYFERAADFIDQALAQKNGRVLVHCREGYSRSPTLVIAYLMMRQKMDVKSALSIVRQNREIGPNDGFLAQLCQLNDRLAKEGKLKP
The depositor's hits bear a star; i = inactive; ? = inconclusive; / = not tested or not shown; & = joins results of further samples.

SMILES,3CLpro inhibitor,SSB-PriA inh,MazEF act,Anthrax LF inh2,PfHsp40 yeast,TcdB inh,Rv3671c protease,Y pestis TopoI,Vc quorum ag,DUSP3 inh
CCOC(=O)c1c(NC(=O)COC(=O)c2nc(Cl)ccc2Cl)sc2c1CCC2,-3,8,2,1,-0.5,0.3,-7,0,3.4,7
COCCn1c(SCC#N)nnc1-c1ccccc1,3,-4,0,-2,-0.8,/,-5,1,-0.4,10
CC(C)=CCN1CCN(Cc2cn(C(C)C)c3ccccc23)CC1CCO (stereo unspecified),-4,6,11,4,1.1,2.9,1,2,0.3,31
COc1cccc(-c2c(C(=O)N/N=C(\C)c3ccco3)nnn2-c2nonc2N)c1,-3,/,-24,1,0.8,-1.4,-3,4,i,25
Cc1ccc(N(CC(=O)NCCSCc2ccco2)S(C)(=O)=O)cc1,-5,-4,0,-3,-0.8,0.8,-2,4,-17,5
CCOc1ccc(OCCCC(=O)Nc2cc(Cl)ccc2-n2cncn2)cc1,/,-6,2,-5,1.5,0.7,-2,10,i,/
C[C@H](CO)N1C[C@H](C)[C@@H](CN(C)Cc2ccc(Cl)c(Cl)c2)Oc2c(NC(=O)C3CC3)cccc2C1=O,/,11,6,-3,-1.4,1.1&1.7,-5,18,i,/
COc1ccc(S(=O)(=O)N2CCOCC2)cc1Br,1,-14,5,1,-1.1,-0.4,13,12,-0.3,17
CCOc1cc(-c2nc(-c3ccccc3OC)no2)cc(OCC)c1OCC,3,-17,-7,-1,1.7,/,8,22,-0.6,22
CCN(CC)CCNC(=O)c1nn(-c2ccc(C)cc2)c(=O)c2c1c1ccccc1n2C,-4,-10,8,2,0.0,/,1,8,0.8,-8
O=C(COc1cccc(F)c1)Nc1nc(-c2ccncc2)cs1,/,1,-8,0,0.6,-0.2,-4,2,i,/
O=C(CSc1nnc(NC(=O)c2ccc(F)cc2F)s1)NC1CCCC1,2,12,9,-13,1.0,0.4,5,-4,i,24
Cc1cc(=O)[nH]c(SCC(=O)/C=C2\N(C)c3ccccc3C2(C)C)n1,1,4,-7,5,0.1,/,-98,3,-3.4,3
CCOc1ccc(Cl)cc1-c1cc(C(=O)Nc2cc(OC)c(OC)c(OC)c2)[nH]n1,/,/,/,4,/,0.1,/,18,-0.4,/
COC(=O)COc1ccc(S(=O)(=O)NCc2ccco2)cc1Cl,-1,-3,3,-2,0.4,/,0,-2,-3.2,15
COc1ccc(C(CC(=O)N2CCC3(CC2)OCCO3)NS(=O)(=O)c2ccc(F)cc2)cc1 (stereo unspecified),1,-22,4,-1,-0.5,/,-9,5,-0.7,-8
Cc1ccccc1NC(=O)c1c([N+](=O)[O-])c(C(C)(C)C)nn1C,4,-4,2,-1,-0.6,/,1,5,-0.2,-7
Cc1cnccc1CN(C)C(=O)CC1C(=O)NCCN1CC1CCCCC1 (stereo unspecified),6,-8,9,-5,-0.3,1.6,5,5,1.6,22
COc1ccc(-c2c(NC(=O)C(C)C)n(C)c3ccccc3c2=O)cc1,-3,-33,4,-2,-0.9,1.2,10,-7,-0.4,-45
CCC(C)NC(=O)CSc1nc2c(sc(=S)n2-c2cc(Cl)ccc2OC)c(=O)[nH]1 (stereo unspecified),1,0,4,-14,-1.1,-1.1,4,7,i,-20
O=C(CSc1nnc(NC(=O)c2c(F)cccc2F)s1)NCc1ccco1,/,-19,4,/,1.7,4.0,-3,0,-0.3,/
O=C(Cc1c[nH]c2ccccc12)NCc1ccccc1F,2,-3,2,0,-0.6,0.3,-1,13,-0.1,32
CC1CCN(Cc2c(C(=O)N/N=C/c3ccc(OC(C)C)cc3)nnn2-c2nonc2N)CC1,1,/,-7,6,-0.7,-0.9,-19,4,-0.3,20
Cc1cc[n+](CC(=O)c2cc3ccccc3oc2=O)cc1,3,-4,6,0,-0.5,1.7,-6,0,2.5,3
C[C@H](CO)NC(=O)c1[nH]cnc1C(=O)Nc1ccc(CNC(=O)OC(C)(C)C)cc1,/,/,10,0,/,1.4,/,-1,-0.1,/

Three compounds from above, ordered by SMILES length, smallest number first:
SMILES,3CLpro inhibitor,SSB-PriA inh,MazEF act,Anthrax LF inh2,PfHsp40 yeast,TcdB inh,Rv3671c protease,Y pestis TopoI,Vc quorum ag,DUSP3 inh
CCOc1cc(-c2nc(-c3ccccc3OC)no2)cc(OCC)c1OCC,3,-17,-7,-1,1.7,/,8,22,-0.6,22
Cc1ccccc1NC(=O)c1c([N+](=O)[O-])c(C(C)(C)C)nn1C,4,-4,2,-1,-0.6,/,1,5,-0.2,-7
C[C@H](CO)NC(=O)c1[nH]cnc1C(=O)Nc1ccc(CNC(=O)OC(C)(C)C)cc1,/,/,10,0,/,1.4,/,-1,-0.1,/

The results go on.
SMILES,3CLpro inhibitor,SSB-PriA inh,MazEF act,Anthrax LF inh2,PfHsp40 yeast,TcdB inh,Rv3671c protease,Y pestis TopoI,Vc quorum ag,DUSP3 inh
COc1ccc(OCC(=O)N2CCC3(CC2)CC(=O)c2ccccc2O3)cc1,/,-12,6,?,0.8,-0.9,3,34,-1.7,/
CCOc1ccc(-c2ccc(SCC(=O)N3CCOCC3)nn2)cc1,1,5,-5,-4,-0.9,0.2,-6,-3,-0.7,-3
COC(=O)c1ccc(-c2ncc[nH]2)cc1,3,-1,-6,-2,0.5,0.4,2,2,-0.4,2
COC(=O)C1CCCN1S(=O)(=O)c1ccc2ccccc2c1 (stereo unspecified),-7,-44,-1,-3,0.6,/,-2,?,-13,-3
CCCn1ncc(/C=N/O)c1C,-3,i,5,4,/,0.5,1,2,1.2,31
c1nc(CCO[C@H]2CCCCO2)cc2cc3c(cc12)OCO3,/,-9,9,3,0.6,1.1,5,-2,i,/
Cc1cc(/C=N/NC(=O)c2ccncc2)c(C)n1-c1cccc(C(F)(F)F)c1,-3,i,2,-2,-1.7,0.3,4,6,-0.5,8
COCCNS(=O)(=O)c1ccc2c(c1)C(=NO)c1cc(S(=O)(=O)NCCOC)ccc1-2,3,2,4,-8,1.6,-0.8,-65,3,-0.7,21
CC(=O)C1=C(O)C(=O)N(Cc2ccco2)C1c1ccccc1 (stereo unspecified),-4,-3,-1,-3,0.3,5.9,8,10,-0.6,6
N#Cc1ccc(-c2nnnn2-c2ccc3c(c2)OCO3)cc1,-1,-19,-3,-2,0.3,/,0,-2,0.5,7
COc1ccc(NC(=O)C2(C)CCN2Cc2cccc(OC)c2F)cc1OC (stereo unspecified),/,/,/,-6,/,1.2,/,14,i,/
Cc1nnc(SCC(=O)NCCOc2ccc(Cl)cc2)n1-c1ccccc1,-1,1,1,0,1.6,/,-3,16,-0.5,8
CCN(CC(=O)Nc1c(F)cccc1F)C(=O)c1cn2ccccc2n1,/,-3,4,3,-0.3,-0.5,-3,0,i,/
COc1cc(CCC(=O)OCC(=O)Nc2sccc2C(N)=O)cc(OC)c1OC,/,-4,0,-3,0.8,0.0,/,3,i,/
COc1ccc(/C=C2\Sc3ccc(C(=O)NC4CC4)cc3N(C)C2=O)cc1OC,0,12,5,0,0.2,1.4,-6,12,-0.6,-31
CCOc1cccc(CN2CCC(n3nccc3NC(=O)C3CC3)CC2)c1O,-8,-3,8,1,-1.4,0.6,-3,3,i,23
CC1=C(C(=O)OCc2ccccc2)C(c2ccsc2)C(C#N)=C(N)O1 (stereo unspecified),-8,10,-12,0,-1.2,/,-2,-2,-0.6,18
COC(=O)c1sc2ncccc2c1OCc1cccc(Cl)c1,-5,-9,-2,-9,-0.1,/,-2,-11,-0.3,14
COc1cc(/C=C/C(=O)OCC(=O)NC(=O)NC(C)C)ccc1OCC#N,-7,-10,-5,5,0.6,/,-14,1,i,-2
CCOC(=O)c1[nH]c(C)c(C(=O)OCCN2C(=O)c3ccccc3C2=O)c1C,2,-5,7,-8,-0.1,/,-16,1,i,21
C[C@H](CO)N1C[C@H](C)[C@@H](CN(C)C(=O)c2ccc3ccn(C)c3c2)OCc2cnnn2CCCC1=O,/,/,-3,1,/,-0.1&0.5,/,3,i,/
CN/C=C1\C(=O)C(C)(C)Oc2ccc3ccc(=O)oc3c21,2,/,6,-2,0.1,/,-6,-3,-0.3,6
Cc1nc(NCCc2ccccc2)c(C#N)c(C)c1[N+](=O)[O-],3,4,-5,-1,-0.2,/,-10,17,-0.3,-22
C/C(=N\NC(=O)Nc1ccccc1)c1ccc2ccccc2c1,4,/,1,-1,1.1,/,-8,-9,-0.1,5
CC(Oc1ccc2c(c1)c1ccnc3c4ccccc4c(=O)n2c13)C(=O)NCCN1CCOCC1 (stereo unspecified),-8,4,-6,-10,-1.2,/,-8,24,-0.5,20
O=C(CN1CCCCCC1)N/N=C/c1ccc2ccccc2c1,-1,/,1,-4,1.4,1.1,/,4,i,67
Cc1cc(C)cc(OCC(=O)N2CCN(c3ncccn3)CC2)c1,/,-14,9,0,-0.2,2.3,1,6,i,/
CCCCN(C(=O)CCOc1ccc(OCC)cc1)c1c(N)n(Cc2ccccc2)c(=O)[nH]c1=O,/,/,-7,1,/,0.0,/,-1,0.4,/
Cc1ccccc1NC(=S)NC(=O)Cc1ccc(Cl)cc1,10,-2,-2,-5,5.8,-0.1,-7,-2,-0.7,-32
Cc1nn(-c2ccccn2)c2c1C(c1ccsc1)C1=C(CCCC1=O)N2 (stereo unspecified),2,4,10,1,1.2,/,-1,13,-1.1,11
CC(=O)c1cccc(NC(=O)CN2C(=O)c3ccccc3C2=O)c1,4,-5,8,24,0.0,0.8,-1,3,-0.4,-13
CCCn1c(=O)c2[nH]c(C3CCCC3)nc2n(CCC)c1=O,-5,-19,9,-7,18,1.6,-8,7,i,12
COc1ccc(S(=O)(=O)N2CCCCC2)cc1NC(=O)Cc1cccc(C(F)(F)F)c1,/,-6,-7,?,-1.0,1.1,/,-1,-0.3,/
N#Cc1c(-c2cccnc2)c2c([nH]c1=O)-c1ccccc1OC2,5,-15,12,11,-0.1,0.7,6,6,-0.5,1
CC(OC(=O)c1nsc(Cl)c1Cl)C(=O)NC(C)(C)C (stereo unspecified),0,-17,-2,-2,-0.9,/,3,-4,i,9
Oc1ccc(-c2nnc(Nc3ccccc3)c3ccccc23)cc1,-2,-2,2,3,-0.3,1.2,0,-1,0.6,21
Oc1cccc(NC(=S)N=Nc2c(O)[nH]c3ccc(Br)cc23)c1,6,-3,11,4,3.9,0.9,30,-17,2.8,13
CCOC(=O)c1nc2ccccc2c(=O)n1-c1cccc(C)c1,5,1,5,2,-0.5,/,-2,-4,i,-2
CC(=O)c1ccc(NC(=O)Cn2cnc(S(=O)(=O)N3CCCC3)c2)cc1,-4,-10,2,-1,1.0,/,-2,6,-0.2,-10
Cc1ccccc1CSc1[nH]c(=O)ncc1C,1,-4,-5,0,0.6,-1.1,-5,6,i,2
CN(C)C(=O)C12CCC(C)(C(=O)C1Br)C2(C)C (stereo unspecified),1,-1,1,-9,0.3,-0.5,3,-5,-0.6,9
C[C@@H]1CC[C@@]2(O[C@@H](CCO)C[C@H](O)[C@H]2O)O1,/,-5,4,-3,-1.2,/,0,-8,-0.8,/
CCc1nnc(NC(=O)c2cc(S(=O)(=O)N3CCN(CC)CC3)ccc2Cl)s1,/,-10,-11,7,-0.1,/,/,3,i,/
CCNC(=O)c1ccccc1NC(=O)c1cccc(S(=O)(=O)N2CCOCC2)c1,5,0,-2,-11,0.0,/,-7,-7,3.4,37
O=C(c1ccc(Cl)cc1)C1CCCN(Cc2cccn2-c2ccccn2)C1 (stereo unspecified),0,5,13,-3,-1.4,-0.4,2,2,0.1,16
CCOc1ccc(NC(=O)NC23CC4CC(CC(C4)C2)C3)cc1,2,-12&-1,2,-1,5.2,0.3,6,6,0.8,1
COc1ccc(C(c2nnnn2CC2CCCO2)N2CCN(c3cccc(C)c3C)CC2)cc1 (stereo unspecified),-2,4,-7,-5,0.9,/,7,32,5.0,29

Screens (PubChem)

A portion of the library; count on the stated rates, not on these rows.
